Jurkat NFkB inh – lowers PMA/ionomycin-induced NF-kB signal in Jurkat cells. hit rate 0.53% among 330,000. inhibition, % at 4 µM. PMA/ionomycin-induced NF-kB luciferase reporter, luminescence
SENP8 inh – SENP8 protease inhibition; Q96LD8; purified SENP8, Z-RLRGG-aminoluciferin cleavage, luminescence; inhibition, % at 10 µM; hit rate 1.2% among 330,000
Target sequence (Q96LD8 whole entry, looked up): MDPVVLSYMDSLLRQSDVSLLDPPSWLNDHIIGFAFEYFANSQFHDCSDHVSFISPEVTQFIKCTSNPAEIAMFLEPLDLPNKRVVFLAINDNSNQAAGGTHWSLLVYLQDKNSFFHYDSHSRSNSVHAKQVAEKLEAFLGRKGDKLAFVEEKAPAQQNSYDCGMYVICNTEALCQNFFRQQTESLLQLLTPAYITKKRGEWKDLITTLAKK
EBI2 antag – EBI2 (human) antagonism; hit rate 0.81% among 360,000; AID 651636; inhibition, % at 5 µM; EBI2 beta-arrestin recruitment, luminescence, 7a,25-OHC stimulated; in the data active = inhibition above about 38%;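 also: enzyme fragment complementation signal reports receptor beta-arrestin coupling in cells; 0% = agonist plus DMSO wells and 100% = wells without agonist; some results beyond the cut were filed as inactive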
Target sequence (P32249 whole entry, looked up, the tested form may be a part): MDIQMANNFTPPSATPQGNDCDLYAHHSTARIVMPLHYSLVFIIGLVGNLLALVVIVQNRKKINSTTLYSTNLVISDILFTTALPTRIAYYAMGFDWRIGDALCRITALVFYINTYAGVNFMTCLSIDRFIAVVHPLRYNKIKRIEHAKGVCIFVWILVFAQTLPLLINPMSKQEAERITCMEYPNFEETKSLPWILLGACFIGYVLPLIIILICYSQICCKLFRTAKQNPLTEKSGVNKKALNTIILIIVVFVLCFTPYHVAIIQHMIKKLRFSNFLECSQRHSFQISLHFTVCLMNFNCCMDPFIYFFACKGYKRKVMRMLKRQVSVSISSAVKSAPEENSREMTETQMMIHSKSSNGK
Apaf-1 inh – human Apaf-1 inhibition. O14727. reconstituted apoptosome caspase-3 activity, DEVD-Rh110 fluorescence. inhibition, % at 20 µM. hit rate 0.71% among 330,000; active = inhibition of at least 40% at 20 µM;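 also: plate controls were DMSO wells for no effect and DEVD-CHO caspase inhibitor wells for full effect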
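Material: reconstituted apoptosome with Apaf-1, cytochrome c, caspase-9, procaspase-3, dATP; medium: pH 7.5 Hepes buffer with CHAPS, BSA, DTT; also added: cytochrome c and DEVD-Rh110 substrate; timing: 30 min plus 50 min, RT; signal: Rh110 fluorescence intensity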
UBC13 polyUb – human UBC13 polyubiquitination inhibition. UBC13 polyubiquitin chain formation, TR-FRET. inhibition, % at 20 µM. hit rate 0.47% among 330,000; in the data active = inhibition above about 45%, passing the limit was not always enough
Target sequence (P61088 whole entry, looked up): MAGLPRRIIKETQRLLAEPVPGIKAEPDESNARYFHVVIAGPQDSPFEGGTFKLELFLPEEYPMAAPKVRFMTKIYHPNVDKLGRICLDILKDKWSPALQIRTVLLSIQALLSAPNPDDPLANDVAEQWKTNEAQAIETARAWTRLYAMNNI
Gli-Sufu block – antagonists of Gli-Sufu signaling; AID 588413; hit rate 0.74% among 340,000; Sufu-KO-LIGHT fibroblasts, Gli luciferase reporter luminescence; inhibition, % at 5 µM;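 active = inhibition above about 55%, limit read from the data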;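 also: 0% = DMSO-treated cells and 100% = wells with medium but no cells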
CCR6 antag – antagonists of human CCR6 receptor; P51684; CHO-K1 CCR6 PathHunter beta-arrestin, luminescence, CCL20-stimulated; inhibition, % at 20 µM; hit rate 0.49% among 340,000;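 active = compounds whose inhibition of the agonist-driven luminescence signal at 20 µM reaches about 50%, limit read from the data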;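 also: cells stimulated with CCL20 at 14 nM final; plate controls were DMSO with CCL20 for no effect and DMSO without agonist for full effect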
697 NFkB inh – inhibitors of the PMA/ionomycin-induced NF-kB reporter in 697 B cells. inhibition, % at 4 µM. 697 B-cell NF-kB luciferase reporter, 16 h. hit rate 0.33% among 330,000. AID 435022; in the data active = inhibition above about 35%
Numbers without * were called inactive; / = no result given. Rule as the data show it, unless noted: active = inhibition above about 50%; inactive = the rest.

nr | smiles | Apaf-1 inh | Jurkat NFkB inh | 697 NFkB inh | EBI2 antag | Gli-Sufu block | CCR6 antag | SENP8 inh | UBC13 polyUb
1 | CN(C)c1cc(=O)n2c(n1)SCCC2 | 0 | 8 | -4 | 7 | 12 | 6 | -3 | -2
2 | CC1C(=O)N2CCCc3cc(NC(=O)CC(C)(C)C)cc1c32 (stereo not drawn) | -7 | 5 | 0 | -13 | 5 | -1 | -5 | -2
3 | N#Cc1ccsc1NC(=O)CSc1ncn[nH]1 | -5 | 1 | 0 | 3 | -11 | -8 | -3 | 0
4 | O=C(NCN1C(=O)C2C3C=CC(C3)C2C1=O)Nc1nncs1 (stereo not drawn) | 5 | -9 | -4 | 1 | -3 | -2 | -2 | 0
5 | Cc1cccc(CCN(CC(=O)NCc2ccc(F)cc2)C(=O)c2csnn2)c1 | -6 | 5 | -3 | -3 | -5 | 16 | 3 | 5
6 | O=C(NC1CCN(Cc2ccccc2)CC1)c1c(F)cccc1F | 4 | 5 | 24 | -6 | 6 | 5 | -4 | 11
7 | O=C(CN(Cc1ccco1)C(=O)Cn1nnc(-c2cccs2)n1)NCC1CCCO1 (stereo not drawn) | -13 | 2 | 0 | -2 | -6 | -5 | -4 | 10
8 | CCOCC(=O)Nc1cccc(OC)c1 | -22 | -11 | 16 | -4 | 13 | -17 | 5 | 0
9 | Cc1ccc(C(=O)CCC(=O)Nc2cc(C)ccn2)cc1 | 18 | -8 | 2 | 13 | -6 | 9 | -10 | -5
10 | CC(Oc1ccc2c3c(c(=O)oc2c1)CCCC3)C(=O)NCc1ccccn1 (stereo not drawn) | 14 | 1 | -1 | 16 | 22 | 16 | -4 | -4
11 | O=C(CSc1ncnc2sc3c(c12)CCCC3)N1CCC(c2noc3ccc(F)cc23)CC1 | 16 | 8 | -11 | 19 | 13 | 7 | 1 | 3
12 | O=C(NCCC1=CCCCC1)C1CCN(S(=O)(=O)c2ccccc2C(F)(F)F)CC1 | 17 | -12 | -4 | 10 | 7 | 21 | -4 | -5
13 | CC(C(=O)NC(C)(C)C)N1C(=O)c2cccc3cccc(c23)C1=O (stereo not drawn) | -5 | -3 | 13 | -4 | -5 | 0 | 7 | 3
14 | CC(CNC(=O)c1cncc(O)c1)NC(=O)c1cncc(O)c1 (stereo not drawn) | -9 | 7 | 30 | -10 | 0 | -33 | 9 | 6
15 | CCCSc1nc(C)cc(C)c1S(C)(=O)=O | 1 | 7 | -8 | 6 | 1 | 6 | 1 | 6
16 | CC(=O)NC1=C(C#N)C(c2ccccc2)c2c(ccc3ccccc23)O1 (stereo not drawn) | 4 | 5 | 0 | -3 | -19 | 21 | 4 | -1
17 | CC(=O)Nc1ccc(S(=O)(=O)NCCC(=O)NNC(=O)c2ccncc2)cc1 | -3 | 1 | 27 | 0 | -18 | 0 | 12 | 2
18 | COc1cc(-n2ccnc2SC)c(Cl)cc1Cl | -5 | 0 | 6 | 9 | -2 | 1 | -7 | -1
19 | Cc1ccccc1CSCCNC(=S)Nc1ccccc1 | 5 | -1 | -4 | 4 | -28 | -1 | -5 | -5
20 | COc1cc(OC)c(OC)cc1/C=N/NC(=O)c1cccc(S(=O)(=O)N2CCOCC2)c1 | -10 | 3 | 12 | 2 | -8 | -2 | 1 | -18
21 | CC(OCC(O)CN(C)CCOc1ccccc1)c1ccc(Cl)cc1 (stereo not drawn) | -6 | 10 | 17 | -11 | 4 | 3 | -4 | 5
22 | Cc1ccc2c(CC(=O)NCC(=O)Nc3c(C)cccc3C)coc2c1 | 4 | -5 | 14 | -8 | -10 | -7 | 3 | 0
23 | CCOC(=O)N1CCN(C(=O)CN(c2ccccc2)S(C)(=O)=O)CC1 | 0 | -4 | 9 | 3 | 1 | 0 | 0 | -3
24 | COc1ccc(C(C)(C)C)cc1NC(=O)c1[nH]c(C)c(C(C)=O)c1C | 21 | -11 | 5 | 14 | 31 | 9 | -3 | -7
25 | COc1cccc(NC(=O)CSc2nnc(C3CCCCC3)n2N)c1 | -10 | 1 | 16 | 5 | -8 | 0 | 6 | 4
26 | COC(=O)c1sc(N)c(C(=O)OC)c1CSc1nc2sc3c(c2c(=O)n1C)CCC3 | 4 | -25 | -7 | 38 | 19 | 50 | -11 | -19
27 | O=C(NC(Cc1ccccc1)C(=O)O)/C(=C/c1ccc([N+](=O)[O-])cc1)NC(=O)c1ccccc1Br (stereo not drawn) | -9 | 3 | 6 | -5 | -1 | 6 | -7 | -18
28 | CN(CC(=O)Nc1ccc(Cl)cc1)C(=O)c1ccc(NS(=O)(=O)c2ccc3[nH]c(=O)[nH]c3c2)cc1 | 8 | 5 | 9 | -5 | -23 | 11 | -1 | -7
29 | COc1ccc(N(C(=O)c2snc(C(N)=O)c2N)C(C(=O)NC2CCCCC2)c2ccc(F)cc2)c(OC)c1 (stereo not drawn) | 14 | 2 | -19 | 9 | 2 | 8 | 2 | -4
30 | O=C(COC(=O)CCSc1ccc(Cl)cc1)NCc1ccc(Cl)cc1 | -25 | -7 | -5 | -6 | 2 | 8 | -3 | 0
31 | CCCCCC1C(=O)C[C@@H]2CCN3C(=O)CCC[C@H]1[C@H]23 (stereo partly drawn) | 5 | / | 15 | -8 | -14 | 14 | / | /
32 | Cc1cc(SCC#N)n2nc(C)c(-c3ccccc3)c2n1 | 8 | -5 | -8 | -8 | 2 | 9 | -11 | -5
33 | CC(=O)c1ccc(NC(=O)Nc2ncn(Cc3cccc(C)c3)n2)cc1 | 9 | 6 | -4 | 2 | -12 | 17 | 2 | 8
34 | O=C(NC1CCCCCC1)c1ccc[nH]c1=S | -15 | 7 | -16 | 4 | 9 | 0 | -2 | -7
35 | Cc1cc(O)ccc1C1(c2ccc(O)cc2C)OC(=O)c2ccccc21 | 18 | 2 | -2 | -12 | -3 | 28 | -14 | 1
36 | COc1cccc(/C=C2\SC(N)=NC2=O)c1OS(=O)(=O)c1ccccc1 | -5 | -15 | 11 | 1 | 24 | 8 | 5 | 2
37 | O=C(CCCSc1ccc(Cl)cc1)Nc1ccccc1O | 16 | 1 | -10 | -2 | 34 | 14 | -13 | 3
38 | Cc1ccc(C)c(S(=O)(=O)NCc2ccc(C(=O)NCc3ccco3)cc2)c1 | 7 | 0 | 14 | -3 | -12 | 7 | -14 | -5
39 | Cc1ccc(SCC(=O)NCC(C)C)cc1 | 4 | -7 | 6 | 8 | -11 | -1 | -8 | 2
40 | Cc1cccc(-c2noc(CCC(=O)NCc3ccco3)n2)c1 | -1 | 5 | 17 | -16 | 0 | -4 | 4 | 9

Of the compounds above, 10 have an aryl thioether with sulfur outside any ring:
nr | smiles | Apaf-1 inh | Jurkat NFkB inh | 697 NFkB inh | EBI2 antag | Gli-Sufu block | CCR6 antag | SENP8 inh | UBC13 polyUb
3 | N#Cc1ccsc1NC(=O)CSc1ncn[nH]1 | -5 | 1 | 0 | 3 | -11 | -8 | -3 | 0
11 | O=C(CSc1ncnc2sc3c(c12)CCCC3)N1CCC(c2noc3ccc(F)cc23)CC1 | 16 | 8 | -11 | 19 | 13 | 7 | 1 | 3
15 | CCCSc1nc(C)cc(C)c1S(C)(=O)=O | 1 | 7 | -8 | 6 | 1 | 6 | 1 | 6
18 | COc1cc(-n2ccnc2SC)c(Cl)cc1Cl | -5 | 0 | 6 | 9 | -2 | 1 | -7 | -1
25 | COc1cccc(NC(=O)CSc2nnc(C3CCCCC3)n2N)c1 | -10 | 1 | 16 | 5 | -8 | 0 | 6 | 4
26 | COC(=O)c1sc(N)c(C(=O)OC)c1CSc1nc2sc3c(c2c(=O)n1C)CCC3 | 4 | -25 | -7 | 38 | 19 | 50 | -11 | -19
30 | O=C(COC(=O)CCSc1ccc(Cl)cc1)NCc1ccc(Cl)cc1 | -25 | -7 | -5 | -6 | 2 | 8 | -3 | 0
32 | Cc1cc(SCC#N)n2nc(C)c(-c3ccccc3)c2n1 | 8 | -5 | -8 | -8 | 2 | 9 | -11 | -5
37 | O=C(CCCSc1ccc(Cl)cc1)Nc1ccccc1O | 16 | 1 | -10 | -2 | 34 | 14 | -13 | 3
39 | Cc1ccc(SCC(=O)NCC(C)C)cc1 | 4 | -7 | 6 | 8 | -11 | -1 | -8 | 2

The results go on:
nr | smiles | Apaf-1 inh | Jurkat NFkB inh | 697 NFkB inh | EBI2 antag | Gli-Sufu block | CCR6 antag | SENP8 inh | UBC13 polyUb
41 | Nc1cccc(CCc2ccncc2)c1 | -3 | -33 | -55 | -5 | -2 | -8 | 9 | -4
42 | CC1Cc2cc(/C(O)=C3/C(=O)C(=O)N(Cc4cccnc4)C3c3cccc(O)c3)ccc2O1 (stereo not drawn) | 0 | -20 | 11 | 2 | -23 | 16 | 6 | -3
43 | CC(=O)Nc1ccc(N2C(C(C)=O)=NN(c3ccccc3)C2c2cccs2)cc1 (stereo not drawn) | -4 | -12 | -8 | -48 | 9 | 18 | -4 | -8
44 | NC(=O)C1(N2CCCCC2)CCN(C(=O)c2cccs2)CC1 | 3 | -1 | 10 | -1 | -20 | -10 | 3 | -10
45 | O=C(CN1C2=NCCCN2c2ccccc21)c1cccs1 | -2 | 1 | 10 | -3 | -8 | 16 | -7 | 4
46 | O=C(Nc1cccnc1Cl)c1cc(-c2ccc(Br)cc2)on1 | 4 | -12 | 17 | 3 | -21 | 6 | 3 | 13
47 | CCn1cc(/C=C/C(=O)Nc2c(C)nn(Cc3ccccc3)c2C)cn1 | 0 | 4 | -1 | -18 | 8 | -9 | -5 | 6
48 | CCOC(=O)C1CCN(c2c(N3CCCC(C(=O)OCC)C3)c(=O)c2=O)CC1 (stereo not drawn) | -1 | 5 | 15 | -4 | 0 | -3 | 9 | 0
49 | CN(C)c1ccc(NC(=O)N2CCOCC2)cc1 | 17 | -13 | 19 | -6 | -23 | 3 | -2 | 4
50 | COC(=O)c1cc(OC)nc2c1c(=O)n(C)c(=O)n2C | 1 | 0 | 20 | -1 | -1 | -17 | -4 | 15
51 | CCN(CC)CCNC(=O)C(Oc1ccccc1)Oc1ccccc1 | 2 | -22 | 0 | 4 | -3 | 1 | -7 | -3
52 | COc1cc(/C=N/NC(=O)c2ccc(Cl)cc2)ccc1OCC(=O)N1CC(C)OC(C)C1 (stereo not drawn) | 6 | 3 | 11 | 2 | 0 | 6 | -3 | -5
53 | COc1ccc(/C=C/C(=O)NC(CCSC)C(=O)O)cc1 (stereo not drawn) | -8 | 9 | 13 | 1 | 1 | -1 | -3 | -3
54 | Cc1ccc(CCC(=O)Nc2ncc(Cc3cccc(Cl)c3Cl)s2)o1 | 8 | 72* | -140 | -26 | 44 | 11 | -8 | -7
55 | CC1CN(C(=O)CCC(=O)N2CCN(c3ccccn3)CC2)c2ccccc2O1 (stereo not drawn) | -2 | -2 | -17 | -1 | -1 | 6 | -5 | 6
56 | COc1ccc(Cc2nnc(Nc3ccc(Cl)cc3)[nH]c2=O)cc1 | -12 | 5 | 16 | -7 | 4 | -3 | 2 | 9
57 | O=C(CSc1nc2ccccc2s1)N1c2ccccc2Sc2ccc(C(F)(F)F)cc21 | 15 | -17 | -23 | 21 | 5 | 2 | -10 | -4
58 | O=C1COc2ccc(S(=O)(=O)N3CCN(c4cccc(Cl)c4)CC3)cc2N1 | 1 | -15 | -8 | 7 | -2 | 8 | -15 | -1
59 | CCN(CC)C(=O)N1c2ccccc2Sc2ccccc21 | 17 | 5 | -27 | 12 | -16 | 28 | 8 | 12
60 | N#Cc1c(Nc2ccc(Cl)cc2)s[nH]c1=O | -6 | -2 | 21 | -9 | 19 | 6 | 47 | -8
61 | COc1ccc(OC)c(NC2c3ncccc3C(=O)N2Cc2ccco2)c1 (stereo not drawn) | 0 | 12 | 10 | 1 | 3 | 1 | -3 | 4
62 | COc1ccc(CNC(=O)c2cc(C(C)=O)c[nH]2)cc1 | 6 | 5 | 6 | 1 | -10 | 7 | 1 | 3
63 | Cc1ccc(-c2nc(=O)[nH]c3ccccc23)cc1 | 1 | 9 | -14 | -12 | -18 | 0 | 4 | 4
64 | O=C(OCC(=O)N1CCC(Cc2ccccc2)CC1)c1ccccc1NCCO | 21 | 13 | -28 | -3 | 3 | 16 | -12 | 16

Compound profiles (already shown). Values in the order: Apaf-1 inh	Jurkat NFkB inh	697 NFkB inh	EBI2 antag	Gli-Sufu block	CCR6 antag	SENP8 inh	UBC13 polyUb
`Cc1ccc(CCC(=O)Nc2ncc(Cc3cccc(Cl)c3Cl)s2)o1` as listed: 8	72*	-140	-26	44	11	-8	-7
`N#Cc1c(Nc2ccc(Cl)cc2)s[nH]c1=O` as listed: -6	-2	21	-9	19	6	47	-8

Screens (PubChem BioAssay)

This is a subset; the hit share may differ from the screen's.
